AmpC inh no detg: qHTS Inhibitors of AmpC Beta-Lactamase (assay without detergent); P00811; AmpC nitrocefin hydrolysis, absorbance 480 nm, 0.0001% Triton; Potency, µM (highest dose often 57.1 µM), without a hit: top-dose activity change, negative = inhibition, actives largely listed as inhibitors; 330,000 tested, 0.52% active; AID 485341, 2010;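 further: potency means the concentration at half of the fitted maximal effect; plate controls were no compound for no effect and no enzyme for full effect; nearly all actives have a fitted effect of over 20% in size; some results filed as inactive show a strong effect at the top dose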
Target sequence (P00811 whole entry, looked up): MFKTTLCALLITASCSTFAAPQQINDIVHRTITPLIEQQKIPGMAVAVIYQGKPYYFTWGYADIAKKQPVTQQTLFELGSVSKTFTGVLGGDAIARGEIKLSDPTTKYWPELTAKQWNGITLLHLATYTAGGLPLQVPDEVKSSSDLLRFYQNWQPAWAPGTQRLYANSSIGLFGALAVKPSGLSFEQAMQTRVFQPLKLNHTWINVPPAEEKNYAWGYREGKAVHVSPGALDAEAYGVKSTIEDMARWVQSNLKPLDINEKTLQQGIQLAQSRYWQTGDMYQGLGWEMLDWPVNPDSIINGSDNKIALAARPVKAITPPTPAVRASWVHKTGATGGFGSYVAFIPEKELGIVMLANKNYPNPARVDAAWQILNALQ
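AmpC (5.3 nM in the dispensed reagent) in 20 mM phosphate pH 7.0 with 0.01% (detergent screen) or 0.0001% Triton X-100 was preincubated with compounds for 15 min at room temperature. Nitrocefin was then added from an 800 uM solution, and hydrolysis was followed at 480 nm.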
Shiga toxin inh: A qHTS for Small Molecule Inhibitors of Shiga Toxin. 290,000 tested, 9.2% active. Vero cells, Shiga toxin protein synthesis inhibition reporter. inhibition, % at 38.7 µM; in the data active means inhibition mostly above about 28%, no sharp cut-off; inactive means mostly below about 43%; further: 0% is about no effect
HCMV inh: qHTS Assay for inhibitors of the human cytomegalovirus (HCMV). HFF cells, HCMV-luciferase reporter, 72 h; hits give low values. activity change, negative = inhibition, % at 57.5 µM. 410,000 tested, 4.5% active; in the data active means activity change below about -60%; inconclusive means no clear call, values can overlap the other calls; inactive means above about -39%; further: on the % scale 0 is the no-effect control and ±100 the full control effect
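Steps: HFFs plated, 16 h 37C; compounds added; HCMV-luciferase added to MOI 1 PFU/cell; 72 h 37C; OneGlo reagent, 5 min room temperature; luminescence read, normalized to controls.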
AMA1 RON2 block: qHTS for Inhibitors of AMA1-RON; Towards Development of Antimalarial Drug Lead: Primary Screen; AlphaScreen AMA1-biotinylated RON2 peptide binding; Potency, µM (titrated, usually from 58.2 µM), for inactives: at the highest dose activity change, negative = inhibition, most hits filed as inhibitors; 360,000 tested, 0.2% active; Plasmodium falciparum AMA1 (3D7) - RON2 peptide interaction;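 further: potency means the concentration at half of the fitted maximal effect; 0% = vehicle wells and -100% = peptide control; nearly all actives have a fitted effect of over 45% in size; some results filed as inactive show a strong effect at the top dose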
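AMA1 (3D7) with his tag at 25 nM final met compounds first, then biotinylated RON2 peptide at 25 nM; detection used donor plus acceptor beads, 10 µg/mL apiece, read by AlphaScreen after 30 min at room temperature.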
Giardia FBPA inh: qHTS Assay for Inhibitors of Fructose-1,6-bisphosphate Aldolase from Giardia Lamblia. purified Giardia FBPA. Potency, µM (doses to about 59.6 µM), without a hit: at the top dose activity, negative = inhibition, most hits filed as inhibitors. 290,000 tested, 0.71% active; further: potency means the concentration at half of the fitted maximal effect; on the % scale 0 is the no-effect control and ±100 the full control effect; nearly all actives have a fitted effect of over 55% in size
Target sequence (A8B2U2 whole entry, looked up): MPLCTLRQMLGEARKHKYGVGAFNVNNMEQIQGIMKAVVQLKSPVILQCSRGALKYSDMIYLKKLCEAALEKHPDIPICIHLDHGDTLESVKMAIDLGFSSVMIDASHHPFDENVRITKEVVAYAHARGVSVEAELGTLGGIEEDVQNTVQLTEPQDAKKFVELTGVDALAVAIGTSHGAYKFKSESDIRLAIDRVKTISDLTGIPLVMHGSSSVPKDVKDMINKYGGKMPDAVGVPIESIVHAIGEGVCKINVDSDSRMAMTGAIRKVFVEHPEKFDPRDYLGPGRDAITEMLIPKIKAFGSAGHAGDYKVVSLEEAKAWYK
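40 nM FBPA preincubated 10 min at RT with compound (up to 57.5 uM final), then substrate plus GAPDH/TPI/NAD/arsenate coupling and diaphorase/resazurin added. Fluorescence read after 20 min at RT, 525/598 nm.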
AmpC detergent: qHTS Inhibitors of AmpC Beta-Lactamase (assay with detergent). P00811. AmpC hydrolysis of nitrocefin, absorbance 480 nm, 0.01% Triton. Potency, µM (titrated, usually from 114 µM), for the others: at the highest dose activity change, negative = inhibition, actives largely listed as inhibitors. 370,000 tested, 0.041% active. AID 485294, 2010;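 further: potency means the concentration at half of the fitted maximal effect; 0% = no-compound wells and -100% = no-enzyme wells; nearly all actives have a fitted effect of over 25% in size; some results filed as inactive show a strong effect at the top dose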
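AmpC (5.3 nM in the dispensed reagent) in 20 mM phosphate pH 7.0 with 0.01% (detergent screen) or 0.0001% Triton X-100 was preincubated with compounds for 15 min at room temperature. Nitrocefin was then added from an 800 uM solution, and hydrolysis was followed at 480 nm.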
CHX counter: Cycloheximide Counterscreen for Small Molecule Inhibitors of Shiga Toxin; cell reporter, cycloheximide protein synthesis inhibition counterscreen; 300,000 tested, 12% active; max response, %; AID 2314, 2010; in the data active means max response mostly above about 13%, no sharp cut-off; inactive means mostly below about 14%; further: read at 38.3 µM for the half of the compounds with a filed dose; 0% is about no effect
* hit, by the source's call; [ ] = remark or other dose. Unless noted, the call rests on the fitted dose curve; in most records, active means well fitted curve in the direction sought with a large enough effect; inconclusive means small, poorly fitted or top-dose-only effect, or another doubt; inactive means no such curve, though single readings can be large; an effect the other way counts as inactive or inconclusive.

Screening Cc1nc(SCC(=O)c2c[nH]c3ccccc23)n[nH]1 returned AmpC inh no detg -17%, Shiga toxin inh -2, HCMV inh -69*, AMA1 RON2 block -2%, Giardia FBPA inh -8%, AmpC detergent 1% and CHX counter -1.
Screening COc1ccc(-c2csc3ncnc(Oc4cccc5ccc(C)nc45)c23)cc1 returned AmpC inh no detg 33%, Shiga toxin inh -11, HCMV inh inconclusive, AMA1 RON2 block -18%, Giardia FBPA inh -5%, AmpC detergent 3% and CHX counter 0.
`O=C(Cc1ccccc1Cl)N1CCOCC1` gave AmpC inh no detg -19%, Shiga toxin inh -11, HCMV inh -27, AMA1 RON2 block 7%, Giardia FBPA inh 5%, AmpC detergent inconclusive and CHX counter -3.
For CCN1CCN(C(=O)CN2C(=O)COc3ccc(S(=O)(=O)N4CCOCC4)cc32)CC1 the results were AmpC inh no detg -6%, Shiga toxin inh -3, HCMV inh -16, AMA1 RON2 block 2%, AmpC detergent 0% and CHX counter -4.
Screening COC(=O)c1ccc(CSc2nnc(-c3ccncc3)o2)o1 returned AmpC inh no detg -3%, Shiga toxin inh 10, HCMV inh 14, AMA1 RON2 block -24%, Giardia FBPA inh 0%, AmpC detergent inconclusive and CHX counter -1.
Screening COCC(C)n1c(SCc2cc(C(=O)OC)c(C)o2)nc2ccccc2c1=O (stereo not given) returned AmpC inh no detg 27%, Shiga toxin inh -4, HCMV inh -32, AMA1 RON2 block -29%, Giardia FBPA inh 1%, AmpC detergent -7% and CHX counter 6.
`COc1ccc(-c2nc(C)c(C(C)=O)n2O)cc1[N+](=O)[O-]` gave AmpC inh no detg -16%, Shiga toxin inh -16, HCMV inh 63, AMA1 RON2 block -3%, Giardia FBPA inh -11%, AmpC detergent 1% and CHX counter 6.
For Cc1c(N2CCCC2)cc2c(c1NC(=O)c1ccccc1Cl)C(C)(C)CC2(C)C the results were AmpC inh no detg -18%, Shiga toxin inh -1, HCMV inh 13, AMA1 RON2 block -17%, Giardia FBPA inh 7%, AmpC detergent 4% and CHX counter -3.
Screening CCCS(=O)(=O)N1CCC(C(=O)NCCCOCC)CC1 returned AmpC inh no detg -4%, Shiga toxin inh 6, HCMV inh -5, AMA1 RON2 block -21%, Giardia FBPA inh 4%, AmpC detergent 4% and CHX counter -4.
For Cc1ccc2nc(C3CCN(CC(=O)Nc4ccc5c(c4)OCCO5)CC3)[nH]c2c1 the results were AmpC inh no detg -48%, Shiga toxin inh 19, HCMV inh -24, AMA1 RON2 block -2%, Giardia FBPA inh 3%, AmpC detergent 1% and CHX counter 2.
For C/C(=N\NC(=O)c1cccs1)c1ccc2c(c1)OCO2 the results were AmpC inh no detg -31%, Shiga toxin inh 117*, HCMV inh 96, AMA1 RON2 block 61%[activator], Giardia FBPA inh -1%, AmpC detergent -6% and CHX counter 64*.
For CCC(=O)NNc1nc2c(C)cccc2s1 the results were AmpC inh no detg -23%, Shiga toxin inh -7, HCMV inh 26, AMA1 RON2 block 109%[activator], Giardia FBPA inh 6%, AmpC detergent 1% and CHX counter 1.
CC(=O)N1CCN(CC(O)COc2ccc(OCc3ccccc3)cc2)CC1 (stereo not given) was read as AmpC inh no detg 100%[activator], Shiga toxin inh -7, HCMV inh 6, AMA1 RON2 block -9%, Giardia FBPA inh -2%, AmpC detergent -12% and CHX counter -3.
For O=C(Nc1ccc2c(c1)OCO2)C1CC(=O)N(c2cccc(Cl)c2)C1 (stereo not given) the results were AmpC inh no detg -22%, Shiga toxin inh 48, HCMV inh 20, AMA1 RON2 block -17%, Giardia FBPA inh -2%, AmpC detergent 1% and CHX counter 11.
`FC(F)(F)C1=CC(c2ccc(Cl)cc2)=NCCN1` gave AmpC inh no detg -3%, Shiga toxin inh -2, HCMV inh 43, AMA1 RON2 block 4%, Giardia FBPA inh 8%, AmpC detergent -18% and CHX counter 6.
COCCCn1c2nc3ccccc3nc2c2c(=O)n(Cc3ccc(Cl)cc3)cnc21 was read as AmpC inh no detg -14%, Shiga toxin inh -14, HCMV inh inconclusive, AMA1 RON2 block -3%, Giardia FBPA inh 4%, AmpC detergent inconclusive and CHX counter -3.
Screening Cc1c(NC(=O)CSc2nc(-c3ccco3)cc(C(F)(F)F)n2)c(=O)n(-c2ccccc2)n1C returned AmpC inh no detg 26%, Shiga toxin inh -29, HCMV inh 0, AMA1 RON2 block 1%, Giardia FBPA inh 3%, AmpC detergent -3% and CHX counter -4.
Nc1ccc2nc(N3CCOCC3)sc2c1 was read as AmpC inh no detg -17%, Shiga toxin inh 140*, HCMV inh 27, AMA1 RON2 block -18%, Giardia FBPA inh inconclusive, AmpC detergent 1% and CHX counter 41*.
`CCCCNC(=O)NS(=O)(=O)c1ccc(C(=O)O)cc1` gave Shiga toxin inh -10, Giardia FBPA inh -1% and CHX counter -4.
`CC(=O)c1ccc(-c2ccc(C(=O)NCC3CCCO3)o2)cc1` (stereo not given) gave AmpC inh no detg -18%, HCMV inh 25, AMA1 RON2 block -9% and AmpC detergent inconclusive.
`O=C1Nc2cc(Br)ccc2C1(O)c1ccccc1O` (stereo not given) gave AmpC inh no detg -16%, Shiga toxin inh -10, HCMV inh inconclusive, AMA1 RON2 block 5%, Giardia FBPA inh 7%, AmpC detergent 4% and CHX counter -3.
Screening NS(=O)(=O)c1ccc(NC(=O)Nc2cccc3ccccc23)cc1 returned AmpC inh no detg -53%, Shiga toxin inh -30, HCMV inh 4, AMA1 RON2 block -11%, AmpC detergent 2% and CHX counter 12.
For CCn1cnc2scc(-c3ccc(OC)cc3)c2c1=O the results were AmpC inh no detg -12%, Shiga toxin inh -5, HCMV inh -30, AMA1 RON2 block -3%, Giardia FBPA inh 0%, AmpC detergent -1% and CHX counter -3.
Screening COc1ccc(C2=NOC(Cn3nc(-c4ccccc4)cc3C(=O)NCc3cccs3)C2)cc1 (stereo not given) returned AmpC inh no detg -15%, HCMV inh 47 and AMA1 RON2 block 10%.
`O=C(Cn1c(=O)n(CC2CCCO2)c(=O)c2ccccc21)c1ccccc1` (stereo not given) gave AmpC inh no detg 0%, Shiga toxin inh -1, HCMV inh -19, AMA1 RON2 block -6%, Giardia FBPA inh 4%, AmpC detergent inconclusive and CHX counter 1.
NC(=NCCc1c[nH]c2ccccc12)NS(=O)(=O)c1ccc2ccccc2c1 was read as AmpC inh no detg 54%, Shiga toxin inh -13, HCMV inh -24, AMA1 RON2 block inconclusive, Giardia FBPA inh -30%, AmpC detergent -3% and CHX counter -4.
`O=[N+]([O-])c1ccccc1-c1cc(-c2cc(Cl)ccc2O)n[nH]1` gave AmpC inh no detg -26%, Shiga toxin inh 50, HCMV inh -2, AMA1 RON2 block 60%[activator], Giardia FBPA inh 4%, AmpC detergent -12% and CHX counter 22*.
O=C(O)COc1c(Cl)cc(/C=C2\NC(=O)NC2=O)cc1Br was read as AmpC inh no detg -7%, Shiga toxin inh -8, HCMV inh -39, AMA1 RON2 block 5%, Giardia FBPA inh 4%, AmpC detergent -2% and CHX counter -4.
`Cc1ccc(-c2nn(-c3ccccc3)cc2CN(Cc2ccccc2)C(=O)CCC(=O)O)o1` gave AmpC inh no detg 3%, Shiga toxin inh -8, HCMV inh -21, AMA1 RON2 block -13%, Giardia FBPA inh 15%, AmpC detergent 0% and CHX counter 5.
Screening C/C(=N\NC(=S)NC(C)C)c1ccccc1OC(F)F returned AmpC inh no detg -29%, Shiga toxin inh 31, HCMV inh -114*, AMA1 RON2 block 13%, Giardia FBPA inh -8%, AmpC detergent -10% and CHX counter -1.
`Cn1nc(C(=O)Nc2ccc(S(=O)(=O)N3CCOCC3)cc2)c2ccccc2c1=O` gave AmpC inh no detg -8%, Shiga toxin inh -10, HCMV inh 88, AMA1 RON2 block 2%, Giardia FBPA inh -1%, AmpC detergent 0% and CHX counter -3.
`O=C(NNC(=S)Nc1ccc(F)cc1F)c1ccco1` gave AmpC inh no detg -28%, Shiga toxin inh 27, HCMV inh 142, AMA1 RON2 block 132%[activator], Giardia FBPA inh inconclusive, AmpC detergent inconclusive and CHX counter 33*.
For Cc1ccccc1-c1nc(C#N)c(NCc2ccco2)o1 the results were AmpC inh no detg -36%, Shiga toxin inh 72, HCMV inh 28, AMA1 RON2 block 38%[activator], Giardia FBPA inh -3%, AmpC detergent inconclusive and CHX counter 8.
Screening COC(=O)c1sccc1NC(=S)N1CCC(C(N)=O)CC1 returned AmpC inh no detg -11%, Shiga toxin inh -9, HCMV inh 7, AMA1 RON2 block -1%, Giardia FBPA inh 1%, AmpC detergent -2% and CHX counter 2.
Screening CCN(CC)S(=O)(=O)c1ccc(NC(=O)C(OC)c2ccccc2)cc1 (stereo not given) returned Shiga toxin inh -8, HCMV inh -17, AMA1 RON2 block 1%, Giardia FBPA inh 10%, AmpC detergent 0% and CHX counter -3.
CCCC(=O)NC(c1ccc(C)cc1)c1ccc2cccnc2c1O (stereo not given) was read as AmpC inh no detg -27%, Shiga toxin inh -6, AMA1 RON2 block -20%, Giardia FBPA inh inconclusive, AmpC detergent 6% and CHX counter -1.

Some of these compounds in order of formula weight, smallest number first:
`O=C(NNC(=S)Nc1ccc(F)cc1F)c1ccco1` gave AmpC inh no detg -28%, Shiga toxin inh 27, HCMV inh 142, AMA1 RON2 block 132%[activator], Giardia FBPA inh inconclusive, AmpC detergent inconclusive and CHX counter 33*.
Screening COC(=O)c1sccc1NC(=S)N1CCC(C(N)=O)CC1 returned AmpC inh no detg -11%, Shiga toxin inh -9, HCMV inh 7, AMA1 RON2 block -1%, Giardia FBPA inh 1%, AmpC detergent -2% and CHX counter 2.
CCCC(=O)NC(c1ccc(C)cc1)c1ccc2cccnc2c1O (stereo not given) was read as AmpC inh no detg -27%, Shiga toxin inh -6, AMA1 RON2 block -20%, Giardia FBPA inh inconclusive, AmpC detergent 6% and CHX counter -1.
Screening CCN(CC)S(=O)(=O)c1ccc(NC(=O)C(OC)c2ccccc2)cc1 (stereo not given) returned Shiga toxin inh -8, HCMV inh -17, AMA1 RON2 block 1%, Giardia FBPA inh 10%, AmpC detergent 0% and CHX counter -3.
`Cc1ccc(-c2nn(-c3ccccc3)cc2CN(Cc2ccccc2)C(=O)CCC(=O)O)o1` gave AmpC inh no detg 3%, Shiga toxin inh -8, HCMV inh -21, AMA1 RON2 block -13%, Giardia FBPA inh 15%, AmpC detergent 0% and CHX counter 5.
